# From PubChem BioAssay
# Hep lipid drop – modulators of hepatic lipid droplet formation. AML12 mouse hepatocytes, oleate lipid droplets, BODIPY imaging. inhibition, % at 6.5 µM. 0.4% of 240,000 active. AID 1656;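 active = lipid droplet intensity inhibited by at least 50%, with more than 500 cells counted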
#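 material = mouse AML12 hepatocyte cell line, fixed after treatment | also added = 100 µM oleic acid challenge | doses = compound at 6.5 µM only | schedule = overnight exposure | technique = Image-based BODIPY and DAPI two-channel analysis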
# MT stabilize HCS – stabilizes microtubules in HeLa cells; HeLa tubulin immunostaining HCS, 24 h; share of cells brighter than vehicle mean+2SD; % tubulin-high responders, % at 10 µM; 0.83% of 200,000 active; AID 2205;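 active = plate Z-score above 3 for both tubulin-high and condensed-nucleus cell shares, with cell loss under 80%, at 10 µM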;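 note: anti alpha tubulin signal scored within the nucleus-defined area of each cell; some results filed as inactive read as strong as hits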
# WT yeast gro inh – growth inhibition of WT yeast, mitochondrial fusion screen. inhibition, % at 10 µM. 2.1% of 190,000 active. mitochondrial fusion phenotypic screen, WT strain. AID 1362; in the data active = inhibition above about 58%; tested in S. cerevisiae
# Myeloid diff 2 – myeloid differentiation induction. ER-HoxA9 myeloid progenitors, lysozyme-GFP differentiation, flow cytometry. 1% of 360,000 active. AID 624256. calls only at 10 µM;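 active = normalized GFP-positive differentiation at or above the plate's own cutoff, the solvent-only control mean plus 3 SD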;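 note: cells exposed to compound for four days before flow analysis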
# Autophagy mod – modulators of autophagy | MEF GFP-LC3 puncta imaging; test concentration mostly 10 µM | calls only at 10 µM (by protocol) | 0.98% of 190,000 active | AID 463193;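 active = percentage of spot-positive cells more than 3 SD above its plate mean, without a fluorescence outlier flag or 80% toxicity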;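 note: spot-positive cell cutoff set from DMSO-treated cells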
# bCat nuc transl – modulators of beta-catenin nuclear translocation | HeLa beta-catenin nuclear translocation, immunofluorescence imaging | nuclear translocation activity, % at 5 µM | 0.3% of 190,000 active;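 active = nuclear translocation activity above 50% at 5 µM, with a well cell count of 50 or more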;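 note: per-cell ratio of nuclear to cytoplasmic median beta-catenin stain intensity; plate controls were DMSO negative control for no effect and GSK-3 inhibitor IX positive control for full effect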
#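 Assay system: human HeLa cells, native beta-catenin; doses: 5 µM primary, 0.02–20 µM confirmation; incubation: compound treatment 24 h, 37°C, 5% CO2; technique: fluorescence imaging of beta-catenin antibody stain plus DAPI; measure: % activation, nuclear-to-cytoplasmic median beta-catenin signal ratio per cell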
# Ins promoter up – MIN6 insulin promoter up-regulation; MIN6 insulin promoter-GFP reporter, high-content imaging; stronger effect = higher value; z-score at 5 µM; 0.3% of 190,000 active;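 active = z-score above 3 at 5 µM with at least 500 cells counted in the well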
# West Nile virus CPE – inhibition of WNV-induced cytopathic effect – cell-based, CPE readout (AID 1621) | CPE inhibition, % at 10 µM, or IC50 in µM where a hit was titrated | 0.02% of 290,000 active | West Nile virus-infected cells, CPE inhibition; higher % means a stronger effect; in the data active = a potency from the dose series; note: strong numbers were not always called active
# T cell HTS – modulates CD8 T cell binding to vesicles; 2C CD8+ T cell-vesicle binding, flow cytometry; stronger effect = lower value; calls only at 7 µM; 0.068% of 330,000 active; AID 2052;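 active = response, share of CD8 T cells binding vesicles, and their 90th percentile fluorescence all below set limits, cut at about 80% in these data, passing the limit was not always enough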
#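 Read-out – percent CD8+ FL2 mean versus row control · System – murine 2C transgenic CD8+ T lymphocytes · Times – 1.5 h cell–vesicle binding at 37 °C, then 20 min icy labelling · Control set – naked vesicles low, QL9 vesicles with vehicle high · Detection – cytometric PE anti-B7-1 and Alexa647 anti-CD8 signals after 1% paraformaldehyde fixation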
# WT yeast gro inh mutant strain – second read-out of WT yeast gro inh, no call of its own (marks repeat the call); inhibition, %; mitochondrial fusion phenotypic screen, mutant strain inhibition
# Ins promoter up cell count – recorded beside Ins promoter up, whose call it bears; cell count; measured here: cytotoxicity, nuclei count;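 total cells summed across four imaged fields per well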
# Hep lipid drop cells 6.5 µM – also measured in Hep lipid drop; calls as there; cell count; measured here: cell count, cytotoxicity flag;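 cells counted across two imaged fields per well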
# bCat nuc transl cell count 5 µM – recorded beside bCat nuc transl, whose call it bears; cell count; measured here: cell count, cytotoxicity flag
# T cell HTS vesicle-bound % – recorded beside T cell HTS, whose call it bears; double positive events, %; measured here: CD8+ vesicle-bound cell fraction;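 binding gate set so that unloaded-vesicle control wells show 10% double positive cells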
# MT stabilize HCS Hoechst-high % – recorded beside MT stabilize HCS, whose call it bears; % Hoechst-high responders; measured here: nuclear condensation Hoechst responders;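 share of cells brighter than vehicle mean plus two SD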
# MT stabilize HCS cytotoxicity % – recorded beside MT stabilize HCS, whose call it bears; toxicity, %; measured here: cytotoxicity by cell density;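 0% = mean cell density of plate MIN control wells and 100% = no cells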
# Autophagy mod cell loss 18 h – recorded beside Autophagy mod, whose call it bears; toxicity, %; measured here: cell loss, nuclei count;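 cell loss after 18 h compound exposure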
# Myeloid diff 2 GFP+ MAC1+ % – also measured in Myeloid diff 2; calls as there; GFP+ MAC1+ double positive, %; measured here: differentiation confirmed by MAC1 staining
# Active calls of the source: *; i = inactive; · = not tested or not shown.
SMILES,Hep lipid drop,Hep lipid drop cells 6.5 µM,MT stabilize HCS,MT stabilize HCS Hoechst-high %,MT stabilize HCS cytotoxicity %,WT yeast gro inh,WT yeast gro inh mutant strain,Myeloid diff 2,Myeloid diff 2 GFP+ MAC1+ %,Autophagy mod,Autophagy mod cell loss 18 h,bCat nuc transl,bCat nuc transl cell count 5 µM,Ins promoter up,Ins promoter up cell count,West Nile virus CPE,T cell HTS,T cell HTS vesicle-bound %
NC(=O)COc1ccc(/C=N\NC(=O)c2ccc(-c3ccccc3)cc2)cc1,-2,706,·,·,·,·,·,i,1.0,·,·,·,·,·,·,-0.6%,i,62
CC(=O)c1cccc(NC(=O)c2ccc(C(=O)Nc3cccc(C(C)=O)c3)nc2)c1,2,707,4.6,1.2,9.2,-6,1,i,0.2,i,10,-0.5,1459,-0.08,1378,0.7%,i,16
Cc1c(C(Nc2ccccn2)c2ccccc2)c(=O)n(-c2ccccc2)n1C (stereo not drawn),-5,791,3.2,1.8,3.7,-11,3,i,1.6,i,-2,-2.7,1199,0.6,1275,0.2%,i,18
Cc1n[nH]c(=O)c2c(NC(=O)CSc3nnc(-c4ccncc4)n3C)oc(C)c12,2,808,·,·,·,·,·,i,1.1,·,·,·,·,·,·,0.1%,i,9
Cc1ccc(OCC(=O)OC(C)CN2CCCCC2)cc1 (stereo not drawn),-1,791,·,·,·,·,·,i,0.0,·,·,·,·,·,·,0.0%,i,58
CC(=O)c1ccc(Oc2cc(C)nc(NCc3ccccc3)n2)cc1,·,·,2.9,1.7,10,14,10,i,0.5,i,-1,0.2,1361,-1.9,1035,-0.2%,i,11
O=C1CCCN1CCCNc1nc2c(S(=O)(=O)c3ccc(Br)cc3)nnn2c2ccccc12,-4,680,·,·,·,·,·,i,5.9,·,·,·,·,·,·,-0.3%,i,50
Cc1ccc(S(=O)(=O)NCc2ccccc2)cc1,-3,833,·,·,·,·,·,i,0.5,·,·,·,·,·,·,-0.3%,i,60
CCc1ccc(/C([O-])=C(/C(=S)NCCN2CCOCC2)[n+]2ccccc2)cc1,5,739,9.1,1.1,9.5,-12,-3,i,0.2,i,2,1.8,993,0,1272,-0.1%,i,31
C=CCNC(=O)C1CC(=O)N(c2ccc(OCc3ccccc3Cl)cc2)C1 (stereo not drawn),2,803,·,·,·,·,·,i,1.1,·,·,·,·,·,·,-0.6%,i,39
Cc1cccc(Nc2ccccc2C(=O)OCC(=O)N(C)C2CCS(=O)(=O)C2)c1C (stereo not drawn),·,·,1.1,0.8,8.8,23,-8,i,1.5,i,1,-2.5,1386,-0.13,1670,-0.7%,i,45
CC(=O)Nc1ccc(NC(=O)C(C)Oc2ccc(Cl)cc2Cl)cc1 (stereo not drawn),7,696,2.7,1.5,8.6,7,4,i,0.5,i,16,-3.9,1115,1.4,1543,-0.4%,i,56
COCCOCCn1c(CCCO)nc2ccccc21,11,750,1.7,1.7,6.1,-18,-37,i,0.9,i,-1,·,·,-0.61,1248,0.2%,i,30
Cc1cccn2c(=O)c3cc(C(=O)NCc4ccco4)c(=N)n(C(C)C)c3nc12,9,717,2.9,1.5,0.5,·,·,i,0.8,i,-14,-1.2,1030,0.33,1284,0.4%,i,40
COc1ccc(-c2nc3ccc(C)cc3c(=O)o2)cc1OC,2,779,·,·,·,·,·,i,0.1,·,·,·,·,·,·,-0.3%,i,5
Cc1ccc(S(=O)(=O)N2CCN(C(=O)Cc3ccc4c(c3)OCCO4)CC2)cc1C,11,645,6.9,3.4,4.2,4,-8,i,0.4,i,4,-0.9,946,0.48,1418,-0.6%,i,43
Cn1c(SCC(=O)NNC(=O)Cc2ccccc2)nnc1-c1ccccc1,16,682,3.9,3.8,14,4,-8,i,1.0,i,15,1.7,1183,-0.04,1553,-0.3%,i,32
Cc1ccc(OCC(=O)Nc2ccccc2C(=O)N2CCCC2)cc1,5,720,·,·,·,·,·,i,6.3,·,·,·,·,·,·,-0.8%,i,64
O=C(NCC(c1cccs1)N1CCOCC1)C1CCN(S(=O)(=O)c2ccccc2C(F)(F)F)CC1 (stereo not drawn),-5,795,·,·,·,·,·,i,0.3,·,·,·,·,·,·,-0.6%,i,14
CCc1nnc(NC(=O)CCc2ccc(C)o2)s1,-4,811,2.2,1.7,13,6,10,i,5.9,i,9,·,·,-0.27,927,-0.4%,i,36
COCCn1c(-c2ccco2)nc2nc3ccccc3nc21,26,685,5.0,3.4,7.3,0,-16,i,0.8,i,10,·,·,0.26,1293,·,i,6
CCC1Oc2ccccc2N(CC(=O)Nc2ccc(OC)cc2OC)C1=O (stereo not drawn),-20,782,2.5,1.7,4.5,5,2,i,9.5,i,1,-1.0,985,0.42,1250,0.3%,·,·
CC(=NCCCn1ccnc1)c1c(C)[nH]n(-c2ccc([N+](=O)[O-])cc2)c1=O,-6,720,1.9,2.2,5.7,8,6,i,1.0,i,6,-0.2,1097,-0.52,1435,-1.3%,i,26
COc1nccnc1NS(=O)(=O)c1ccc(NC(=S)NC(=O)/C=C/c2ccc(F)cc2)cc1,-81,587,4.5,3.3,7.3,-4,-2,i,0.5,i,4,-0.3,952,0.91,2176,0.3%,i,13
O=C1CN(CC(=O)Nc2ccc(SC(F)F)cc2)CCN1,4,800,4.4,1.8,5.5,6,3,i,0.5,i,14,-0.7,532,0.12,1252,0.4%,i,58
Cc1nn(C(C)C)c(C)c1[C@@H]1C[C@H]2CN(Cc3cccc(Cl)c3)C(=O)[C@]23CCCN13,1,719,·,·,·,·,·,i,0.8,·,·,1.1,1295,-0.11,1108,-1.3%,i,7
c1ccc(-n2ncc3c(NCc4cccnc4)ncnc32)cc1,15,797,2.6,1.6,5.0,5,-6,i,0.6,i,3,-4.5,1196,-0.75,1265,-0.2%,i,44
CC(=O)c1ccc(NC(=O)Nc2ccc(Br)cc2C)cc1,2,725,2.4,1.1,6.8,-5,12,i,0.4,i,-5,-0.1,1475,-1,1247,-0.2%,i,43
COc1ccc(C(=O)Nc2nnc(SCC(=O)NCc3ccco3)s2)c(OC)c1,33,702,·,·,·,·,·,i,1.0,·,·,·,·,·,·,-0.4%,i,29
CCOC(=O)Cc1nc(-c2cccc(C(F)(F)F)c2)no1,9,666,3.3,3.2,8.6,0,15,i,0.2,i,9,-3.2,1072,-0.19,1284,0.4%,i,29
CCOC(=O)C1=C(C)OC(N)=C(C#N)C1C1CCCCC1 (stereo not drawn),·,·,2.0,2.3,7.6,4,0,i,0.4,i,-3,2.1,756,0.28,1035,0.0%,i,39
Cc1ccccc1NC(=O)Cn1nnc2c(cnn2-c2ccc(F)cc2)c1=O,·,·,3.5,1.8,8.0,4,2,i,12,i,-36,-0.3,1351,0.04,1646,-0.6%,i,48
COc1ccc(N2CCN(S(=O)(=O)c3c(C)[nH]c(C)c3C(=O)N3CCCCC3)CC2)cc1,12,718,·,·,·,·,·,i,3.8,·,·,·,·,·,·,0.1%,i,10
O=C(NCc1ccc(Cl)cc1)c1cc(-c2ccco2)on1,·,·,6.2,3.0,2.8,6,15,i,0.9,i,-7,7.1,1356,-0.36,1552,·,i,40
CCCn1c(SCC(=O)N2N=C3/C(=C/c4ccc(OC)cc4)CCCC3C2c2ccc(OC)cc2)n[nH]c1=O (stereo not drawn),8,628,2.2,1.2,11,34,-13,i,0.5,i,8,-0.8,755,-0.53,1215,-0.6%,i,35
Cc1c(S(=O)(=O)NCc2ccccc2)c(=O)n(C)c(=O)n1C,-1,727,·,·,·,·,·,i,0.4,·,·,0.9,1270,-0.59,971,-0.3%,i,29
Cc1cc(C(C2C(=O)CC(C)(C)CC2=O)C2C(=O)CC(C)(C)CC2=O)cc(C)c1OC(F)F,-4,763,·,·,·,·,·,i,0.1,·,·,·,·,·,·,-0.5%,i,23
